D3 ag – agonists of human D3 dopamine receptor. P35462. D3R DiscoveRx beta-arrestin cells, luminescence, 90 min. max activation, %. actives 0.58% (n = 410,000); in the data active = max activation above about 30%; note: 0% is about no effect; mostly tested at two doses, the higher about 12 µM
Target sequence (P35462 whole entry, looked up): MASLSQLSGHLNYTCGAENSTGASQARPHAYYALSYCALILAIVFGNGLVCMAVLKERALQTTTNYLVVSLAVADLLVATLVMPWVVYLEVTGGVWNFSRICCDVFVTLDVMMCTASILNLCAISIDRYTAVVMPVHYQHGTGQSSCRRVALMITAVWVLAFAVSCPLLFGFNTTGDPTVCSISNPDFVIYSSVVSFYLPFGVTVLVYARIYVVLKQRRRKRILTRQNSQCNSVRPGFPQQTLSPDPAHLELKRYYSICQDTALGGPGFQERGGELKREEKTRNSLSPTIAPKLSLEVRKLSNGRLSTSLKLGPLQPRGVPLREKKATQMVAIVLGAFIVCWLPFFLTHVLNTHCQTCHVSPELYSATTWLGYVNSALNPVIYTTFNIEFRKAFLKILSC
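Agonist mode: compounds and dopamine controls were applied to plated cells for 90 min at 37 degrees C after an overnight attachment at 1500 cells/well. Luminescent read-out followed 30 - 60 minutes at room temperature with DiscoveRx detection reagent.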
PTHR1 agonist – agonists of human PTHR1 parathyroid hormone receptor. Q03431. actives 0.075% (n = 410,000). HEK293 GP2 PTHR1 cells, GloSensor cAMP luminescence, 1 h. Potency, µM (titrated, usually from 115 µM), inactives show top-dose activation, hits mostly activators; active = well fitted activation curve with a large enough effect; inconclusive = small, poorly fitted or top-dose-only effect, or another doubt; inactive = no such curve, though single readings can be large or run the other way; note: potency is the fitted concentration of half-maximal effect; nearly all actives have a fitted effect of over 55% in size; some results filed as inactive show a strong effect at the top dose; inactives centre near -15; many of its hits are not listed in these tables
Target sequence (Q03431 whole entry, looked up): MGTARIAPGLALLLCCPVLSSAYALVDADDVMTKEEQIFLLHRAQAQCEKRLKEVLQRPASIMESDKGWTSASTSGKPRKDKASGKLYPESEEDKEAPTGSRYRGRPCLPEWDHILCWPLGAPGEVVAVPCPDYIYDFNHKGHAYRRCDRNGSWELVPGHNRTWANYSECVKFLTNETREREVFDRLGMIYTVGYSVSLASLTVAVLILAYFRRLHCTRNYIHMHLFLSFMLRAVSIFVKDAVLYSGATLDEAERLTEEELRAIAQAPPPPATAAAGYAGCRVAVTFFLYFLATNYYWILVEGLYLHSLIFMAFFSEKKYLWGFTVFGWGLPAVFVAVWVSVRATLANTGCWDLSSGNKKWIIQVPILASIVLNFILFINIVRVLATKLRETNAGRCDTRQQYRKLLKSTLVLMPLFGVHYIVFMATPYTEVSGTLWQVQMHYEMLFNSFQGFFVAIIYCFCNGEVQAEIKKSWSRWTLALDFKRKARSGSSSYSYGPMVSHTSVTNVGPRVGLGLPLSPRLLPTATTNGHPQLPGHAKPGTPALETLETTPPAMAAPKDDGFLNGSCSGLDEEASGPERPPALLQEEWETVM
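HEK-293-derived GP2 cells expressing PTHR1 and a GloSensor cAMP reporter, 3,000/well, plated overnight, given luciferin plus IBMX (each 0.5 mM as added) for 1 h at 37 °C, then compound for 1 h at 37 °C. Luminescence was read after 15 min at room temperature.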
An asterisk follows results filed as active; i = inactive; ? = inconclusive; [ ] = another dose, or the depositor's remark. The list is partial, so the mix of outcomes need not match the whole.

SMILES	D3 ag	PTHR1 agonist
COc1ccc(-c2nnc(SCC(=O)Nc3ccc(Cl)cc3)s2)cc1	-5.6	i
COc1cc(-c2noc(-c3ccc(NCc4ccccc4)c([N+](=O)[O-])c3)n2)cc(OC)c1OC	0.9	i
Cc1ccc(CNC(=O)CCCc2nnc3n(C)c(=O)c4sccc4n23)cc1	-0.2	-6.1%
Cn1c(Oc2cccc(Cl)c2)nc2c1c(=O)n(Cc1ccccc1Cl)c(=O)n2C	-0.8	-36.9%[inhibitor]
N#Cc1c[nH]n2c(NC3CCCC3)c(-c3cccc(Cl)c3)nc12	8.0	i
COc1ccc(COC(=O)c2[nH]c3c(c2C)C(=O)CC(c2ccc(OC)c(OC)c2)C3)cc1 (stereo unspecified)	1.4	-40.8%[inhibitor]
COc1cccc(NC(=O)c2c(C(=O)Nc3ccccc3)sc3nc(C)cc(=O)n23)c1	-12.6	-17.4%
O=C(CCN1C(=O)c2ccccc2Sc2ncccc21)Nc1ccc(F)cc1	-18.9	17.4%
Cc1cccc(C(=O)Nc2ccc(S(=O)(=O)N(Cc3ccccc3)c3ccccc3)cc2)c1	-16.5	i
Cc1ccc2oc(C(=O)Nc3ccc(S(=O)(=O)N4CCCCC4C)cc3)cc(=O)c2c1 (stereo unspecified)	-0.4	-13.9%
CC(=O)Nc1c(C)nn(-c2ccccc2)c1N1CCC(C(=O)Nc2ccc(C)cc2Cl)CC1	9.1	i
CCC(C)n1c(SCc2ccc(F)cc2Cl)nc2ccsc2c1=O (stereo unspecified)	-12.1	-9.7%
CC(C)C12CN3CC(C(C)C)(CN(C1)C3c1ccc(Cl)cc1)C2=O (stereo unspecified)	3.2	-16.9%
CCCC(=O)C1=C(c2cccc(OC)c2)N(C(=O)CCC)n2c(C)nnc2S1	2.0	i
COc1ccc(C2c3cccn3CCN2S(=O)(=O)c2ccc([N+](=O)[O-])cc2)cc1 (stereo unspecified)	-5.3	i
CCS(=O)(=O)NCCc1csc2nc(-c3ccc(OC)cc3)nn12	2.8	-5.4%
COc1ccc(OC)c(NC(=O)CN2C(=O)c3ccccc3Sc3ccc(C(=O)N4CCCC4)cc32)c1	-1.8	-32.2%
Cc1cccc(S(=O)(=O)c2cn(Cc3ccccc3)c3cc(N4CCC(C)CC4)c(F)cc3c2=O)c1	-4.6	i
Cn1cc(C(=O)NCc2ccccc2)c(=O)c2cc(S(=O)(=O)N3CCOCC3)ccc21	9.1	i
COc1cccc(-c2nn(C)c3sc(C(=O)N4CCN(c5cccc(C)c5)C(C)C4)cc23)c1 (stereo unspecified)	48.0*	-8.2%
Cc1ccc(CNC(=O)c2ccc(N3Cc4ccccc4Oc4ncccc43)s2)cc1	3.3	0.0%
Cc1ccc(CNC(=O)c2ccc3c(c2)N(Cc2ccccc2)C(=O)c2ccccc2S3(=O)=O)cc1	-3.9	i
COc1ccc(NC(=O)CCS(=O)(=O)c2cc(Br)cc3c2N(C(C)=O)CC3)c(OC)c1	-10.7	i
O=C(c1ccc2c(c1)N(Cc1ccccc1F)C(=O)c1ccccc1S2=O)N1CCC(Cc2ccccc2)CC1 (stereo unspecified)	-2.2	-48.1%[inhibitor]
CCOc1ccc(CCNC(=O)CN2C(=O)COc3ccc(S(=O)(=O)N4CCCCCC4)cc32)cc1	-12.9	-23.5%

Compounds shown so far that contain a nitro group on carbon, in the order listed:
SMILES	D3 ag	PTHR1 agonist
COc1cc(-c2noc(-c3ccc(NCc4ccccc4)c([N+](=O)[O-])c3)n2)cc(OC)c1OC	0.9	i
COc1ccc(C2c3cccn3CCN2S(=O)(=O)c2ccc([N+](=O)[O-])cc2)cc1 (stereo unspecified)	-5.3	i

More results
SMILES	D3 ag	PTHR1 agonist
COc1ccccc1-c1c(C)nn2c(N3CCN(c4ccc(F)cc4)CC3)cc(C)nc12	6.6	-14.7%
COc1ccc(-c2cc3ccc(O)c(CN4CCCC(C)C4)c3oc2=O)cc1OC (stereo unspecified)	-7.3	-54.3%[inhibitor]
Cc1ccc2c(c1)sc1nc(-c3cc4cc(Cl)ccc4oc3=O)cn12	11.2	-5.3%
COC(=O)c1ccccc1NC(=O)c1c(C)oc2ncn(C)c(=O)c12	2.2	i
CCOC(=O)c1ccc(CN(Cc2ccc(Cl)cc2Cl)S(=O)(=O)c2cccc(Cl)c2)cc1	-4.2	-1.1%
COCCCNC(=O)N1CCN(c2nnc(C)c3c(C)n(-c4ccc(Cl)cc4)nc23)CC1	-12.4	i
Cc1nn(-c2ccccc2)c(OC(=O)c2ccccc2F)c1S(=O)(=O)c1ccccc1	7.3	-2.5%
CCc1nn(CC(=O)N2CCCCC2)c(=O)c2cc3occc3n12	-11.0	i
COc1cc2c(C(=O)Nc3ccc(C)cc3Br)cn(C)c(=O)c2cc1OC	-0.3	?
COc1cccc(N2CCN(C(=O)c3cnc4c(-c5ccc(F)cc5)c(C)nn4c3C)CC2)c1	11.4	-58.3%[inhibitor]
COc1ccc(NC(=O)c2sc3nc4c(c(-c5ccc(OC)cc5)c3c2N)C(=O)CC(C)(C)C4)cc1	2.5	i
CC(C)c1ccc(NC(=O)C2CCCN2S(=O)(=O)c2ccc3nc(-c4ccccc4)[nH]c3c2)cc1 (stereo unspecified)	9.3	-11.6%
CCc1ccc(-n2c(=O)c3sc4ccccc4c3n(CC(=O)N3CCCC3)c2=O)cc1	10.7	-19.9%
Cc1ccc(C)c(CN2C(=O)c3ccccc3S(=O)(=O)c3ccc(C(=O)N4CCOCC4)cc32)c1	-3.7	i
COc1cccc(C(=O)Nc2ccc3nc(N4CCC(C)CC4)cc(C)c3c2)c1	-7.8	-25.8%
CCOc1ccc(-c2cc(-c3nc(-c4ccc(C)cc4)no3)[nH]n2)cc1	-12.1	i
CCOC(=O)c1c(NC(=O)C2c3ccccc3Oc3ccccc32)sc(C)c1CC	5.8	i
Cc1ccc(C2CC(=O)Nc3cc4c(cc32)OCCO4)cc1Br (stereo unspecified)	2.9	-35.8%[inhibitor]
COCCNC(=O)c1cc2n(n1)CCCN(Cc1ccc(C)cc1)C2=O	-9.1	0.9%
COc1ccc(S(=O)(=O)NCC(c2ccc(N(C)C)cc2)N2CCc3ccccc32)cc1 (stereo unspecified)	-15.3	-21.3%
Nc1c(C(=O)Nc2ccc(Cl)cc2F)sc2nc(-c3cccs3)ccc12	7.8	-7.5%
CCCCNC(=O)CSc1nc2n[nH]c(C)c2c(=N)n1-c1ccccc1CC	4.9	i
O=C(CSc1nc2ncccc2o1)Nc1ccc(Cl)cc1F	-2.8	-6.8%
COc1cc2c(C(=O)N3CCN(c4cccc(C)c4)C(C)C3)cn(CC(C)C)c(=O)c2cc1OC (stereo unspecified)	-2.7	0.0%
CC(=O)N1CCCc2cc(S(=O)(=O)N3CCCC(C(=O)Nc4ccc(C)c(C)c4)C3)ccc21 (stereo unspecified)	3.4	i

Grouped by structure: the entries above with bromine.
SMILES	D3 ag	PTHR1 agonist
COc1ccc(NC(=O)CCS(=O)(=O)c2cc(Br)cc3c2N(C(C)=O)CC3)c(OC)c1	-10.7	i
COc1cc2c(C(=O)Nc3ccc(C)cc3Br)cn(C)c(=O)c2cc1OC	-0.3	?
Cc1ccc(C2CC(=O)Nc3cc4c(cc32)OCCO4)cc1Br (stereo unspecified)	2.9	-35.8%[inhibitor]

Further structures:
SMILES	D3 ag	PTHR1 agonist
CC1=C(C(=O)Nc2ccccc2)C(c2cccc(O)c2)n2nc(-c3ccccc3Cl)nc2N1 (stereo unspecified)	-9.8	-4.6%
CCOC(=O)c1c(C)[nH]c(C)c1S(=O)(=O)NCC(=O)NCc1ccccc1Cl	-7.5	-14.6%
CCOC(=O)Cc1ccc(NC(=O)Nc2nnc(N3CCCCC3C)s2)cc1 (stereo unspecified)	1.5	-15.3%
Cc1cc(Br)ccc1NC(=O)C(Cc1ccccc1)NS(=O)(=O)c1ccc(Br)s1 (stereo unspecified)	0.4	-8.6%
CCOc1ccc(CNC(=O)c2cc3c(=O)n(C)c4ccccc4c3s2)cc1	2.8	-21.9%
O=C1COc2cc(S(=O)(=O)CCC(=O)N3CCN(c4cccc(Cl)c4)CC3)c(Cl)cc2N1	3.6	-35.9%[inhibitor]
CCCCN(CC)CCCNC(=O)c1sc2nc(C)cc(C)c2c1-n1cccc1	-39.3	29.0%
Cc1ccc(C)c(Cn2c3ccccc3c3cnn(CC(=O)NC(C)c4ccccc4)c(=O)c32)c1 (stereo unspecified)	-10.0	-27.1%
COc1ccc(Nc2oc(/C=C/c3ccc(F)cc3)nc2C#N)cc1	7.9	-11.3%
COc1ccc(-c2nc3ccc(C(=O)NCc4ccc(C)cc4)cc3nc2-c2ccc(OC)cc2)cc1	-2.3	-15.6%
CCOc1ccc(-n2c(Cc3ccccc3)nnc2SCc2nc(-c3ccccc3OC)no2)cc1	18.4	-13.1%
CN(C)S(=O)(=O)N(CC(=O)NCCSCc1cccc(Cl)c1)c1ccccc1	9.3	-2.8%
COc1ccc(C(=O)N(c2ccc(C)cc2)S(=O)(=O)c2ccc(C)cc2)cc1	-13.9	-5.2%
CCc1ccc(S(=O)(=O)Nc2cc(-c3cn4ccccc4n3)ccc2C)cc1	-17.6	i
COc1cccc(N2CCN(C(=O)Cn3c(-c4cccs4)cc4ccccc43)CC2)c1	0.5	-20.3%
Cc1ccc(C)c(CN2C(=O)C(O)(c3c(C)[nH]c4ccccc34)c3ccccc32)c1 (stereo unspecified)	-12.8	-12.0%
COc1ccc2c(c1)NC(c1ccc(OCC(C)C)cc1)=NC(c1ccncc1)=N2	-8.6	-26.2%
CCS(=O)(=O)c1ccccc1C(=O)N(Cc1cccnc1)c1nc2cc(C)c(C)cc2s1	16.2	-73.5%[inhibitor]
Cc1ccc(C(=O)Nc2c(C)nc3ccccn3c2=O)cc1C	-13.5	i
Cc1cc(=O)n2nc(N3CCC(C(=O)Nc4ccc(Br)c(C)c4)CC3)sc2n1	4.3	i
CCc1ccc(NC(=O)c2ccc(CNS(=O)(=O)c3ccc4c(c3)C(C)(C)C(=O)N4C)cc2)cc1	3.9	-94.6%[inhibitor]
Cc1ccc(CN2COc3ccc4c(C)cc(=O)oc4c3C2)cc1	-18.7	-1.7%
Cc1ccc(CNC(=O)CCCCn2c(=O)c3ccccc3n(Cc3ccc(C)cc3)c2=O)cc1	-0.2	-24.1%
Cc1ccc(C)c(Cn2c(C(C)NC(=O)c3ccc(F)cc3)nc3ccccc32)c1 (stereo unspecified)	-4.9	i
CN(C1CCCCC1)S(=O)(=O)c1ccc2c(c1)c(=O)c(C(=O)N1CCN(c3ccc(F)cc3)CC1)cn2C	-9.3	-7.6%
More structures follow.
SMILES	D3 ag	PTHR1 agonist
CCOC(=O)c1ccccc1NC(=O)N1CCc2c(sc(C)c2CC)C1c1ccccc1 (stereo unspecified)	-2.6	i
Cc1ccc(/C=C/C(=O)N2CCC(c3nc4ccccc4o3)CC2)cc1	-3.1	i
Cc1ccc(NC(=O)Cn2nc(C(F)(F)F)c3c2CCC3)cc1C	2.4	-15.5%
Cc1ccc(-c2nc(CCNC(=O)C(=O)Nc3ccc(C)cc3C)cs2)cc1	9.6	-4.2%
CCCCN(C)CCCNC(=O)c1cc(=O)[nH]c2ccc(S(=O)(=O)N3CCCCC3)cc12	6.9	0.0%
O=C(NC(=O)c1ccc(F)cc1)Nc1ccc(-c2cc(C(F)(F)F)nn2-c2ccccc2)cc1	-16.8	-3.4%
Cc1ccccc1-c1nc(CN2CCC(C(=O)NCCc3ccccc3)CC2)c(C)o1	-7.5	-20.9%
CCC(=O)N1c2ccccc2CC1C(=O)NCCc1ccccc1OC (stereo unspecified)	-7.6	i
COc1ccc(-c2c3c(=O)n(C)c(=O)n(C)c3c3n2-c2ccccc2NC3c2ccc(O)cc2O)cc1 (stereo unspecified)	3.0	i
CCOC(=O)c1sc2ccccc2c1S(=O)(=O)NCc1ccc(F)cc1	3.6	-17.3%
COc1ccccc1CNc1ncnc2onc(-c3ccc(Cl)cc3)c12	1.9	-39.0%[inhibitor]
CCCc1cnc2c(c1SCc1ccc(C(F)(F)F)cc1)c(=O)n(C)c(=O)n2C	-7.5	-26.1%
O=C(CCn1c(=O)c2cccn2c2cccnc21)N1CCN(c2ccc(F)cc2)CC1	2.2	i
Cc1cccc(NC(=O)C2CCN(S(=O)(=O)c3c(C)noc3/C=C/c3ccco3)CC2)c1C	0.3	i
O=C(COCc1cc(-c2ccco2)on1)Nc1cccc(O)c1	-4.7	?
O=C(CSc1nc2ccccc2n1Cc1ccc(F)cc1)N1CCN(c2ccc(F)cc2)CC1	-3.0	-20.1%
CCc1nn2c(=O)cc(COC(=O)c3ccccc3NC(=O)c3ccc(C(C)(C)C)cc3)nc2s1	-13.0	-13.3%
COc1ccc(S(=O)(=O)NCC(c2ccco2)S(=O)(=O)c2cccs2)cc1C (stereo unspecified)	0.8	-6.0%
Cc1ccc(C(=O)N2CCn3c4c(c5cc(C)ccc53)CCCC42)cc1 (stereo unspecified)	-0.2	-50.7%[inhibitor]
CCCCNc1nc2c(S(=O)(=O)c3ccc(C)c(C)c3)nnn2c2ccsc12	-0.4	i
CCC(Sc1nc2ccccc2c2nc(CCc3c(C)n[nH]c3C)nn12)C(=O)Nc1ccc(F)cc1 (stereo unspecified)	1.2	i
CCN1C(C(=O)c2ccccc2)=C(NC(=O)c2ccc(Cl)cc2)c2ccccc2S1(=O)=O	-17.0	i
